# UHRF1 binding: blocks human UHRF1 binding to methylated DNA. Q96T88. UHRF1 binding to methylated oligo, TR-FRET. inhibition, % at 4.4 µM. actives 0.75% (n = 370,000). AID 687016; in the data active = inhibition above about 21%;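 note: UHRF1 SRA domain binding a hemimethylated CpG hairpin DNA probe; 0% = median of test compound wells and 100% = reference inhibitor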
# HTRA1 inhibitor: HTRA1 (human) protease inhibition; inhibition, % at 5.96 µM; recombinant HTRA1, FP-rhodamine activity-based probe, fluorescence polarization; actives 0.5% (n = 340,000); Q92743; in the data active = inhibition above about 36%;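 note: 0% = enzyme with DMSO and 100% = wells lacking enzyme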
# LEDGF integ inh: blocks HIV-1 LEDGF/p75-dependent DNA integration; inhibition, % at 3.7 µM; TR-FRET IN-LEDGF/p75 DNA integration, Eu/Cy5; AID 743269; actives 0.64% (n = 370,000);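 active = inhibition above the screen-wide mean plus 3 SD, cut at about 13% in these data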;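 note: signal is the Cy5 over europium emission ratio at 671 and 618 nm; 0% = plate median of compound wells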
# TCR CD3 inh: blocks the human TCR-CD3 interaction; TAMRA-labeled TCR probe fluorescence, biochemical; inhibition, % at 9.4 µM; actives 0.37% (n = 360,000); AID 651800; in the data active = inhibition above about 19%;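 note: recombinant mutant TCR 2C K166C tagged with TAMRA read by polarization; 0% = receptor in buffer alone and 100% = receptor with positive control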
# rCAG binder: r(CAG) repeat RNA binding | TO-PRO-1 dye displacement fluorescence | inhibition, % at 3 µM | actives 1.3% (n = 370,000) | AID 651821;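 active = inhibition above the plate cutoff, the mean of all test compounds on that plate plus 3 SD, cut at about 35% in these data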;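 note: 0% = DMSO alone and 100% = 100 µM mitoxantrone as full dye displacement; higher means more dye released from RNA so lower well fluorescence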
# NR1D1 modulator: Rev-erb alpha (human) modulation. Rev-erbα–FITC-DNA binding, fluorescence polarization, 90 min. activity, % at 10 µM. actives 0.79% (n = 370,000). AID 1259318;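 active = activity above about 14%, limit read from the data; passing the limit was not always enough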;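 note: 0% = DMSO wells with 35 nM protein and 100% = DMSO wells with 750 nM protein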
# Target sequence (P20393 whole entry, looked up): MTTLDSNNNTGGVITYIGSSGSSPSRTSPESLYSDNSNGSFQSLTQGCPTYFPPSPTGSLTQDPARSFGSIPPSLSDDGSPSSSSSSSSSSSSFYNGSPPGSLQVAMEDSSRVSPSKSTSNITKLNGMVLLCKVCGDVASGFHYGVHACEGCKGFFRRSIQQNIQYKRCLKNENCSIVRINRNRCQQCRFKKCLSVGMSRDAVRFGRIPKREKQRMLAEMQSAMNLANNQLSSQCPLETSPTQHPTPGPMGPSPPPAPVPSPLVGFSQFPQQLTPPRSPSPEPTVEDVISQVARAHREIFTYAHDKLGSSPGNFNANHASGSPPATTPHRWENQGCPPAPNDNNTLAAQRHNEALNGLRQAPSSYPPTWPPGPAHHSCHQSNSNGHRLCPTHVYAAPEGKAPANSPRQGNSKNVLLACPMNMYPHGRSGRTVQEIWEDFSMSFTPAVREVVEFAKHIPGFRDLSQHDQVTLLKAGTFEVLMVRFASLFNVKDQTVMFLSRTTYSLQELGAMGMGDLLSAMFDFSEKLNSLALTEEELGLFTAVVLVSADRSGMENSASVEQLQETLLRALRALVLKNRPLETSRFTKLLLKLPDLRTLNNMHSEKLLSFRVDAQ
# mABHD4 FP: inhibits mouse alpha/beta hydrolase domain 4; Q8VD66; AID 720543; purified mABHD4, FP-Rh probe fluorescence polarization; actives 0.54% (n = 370,000); inhibition, % at 8.92 µM;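 active = inhibition exceeding the mean over every tested compound plus 3 SD, cut at about 30% in these data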;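 note: 0% = plate median of compound wells and 100% = S159A mutant with DMSO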
# Target sequence (Q8VD66 whole entry, looked up, the tested form may be a part): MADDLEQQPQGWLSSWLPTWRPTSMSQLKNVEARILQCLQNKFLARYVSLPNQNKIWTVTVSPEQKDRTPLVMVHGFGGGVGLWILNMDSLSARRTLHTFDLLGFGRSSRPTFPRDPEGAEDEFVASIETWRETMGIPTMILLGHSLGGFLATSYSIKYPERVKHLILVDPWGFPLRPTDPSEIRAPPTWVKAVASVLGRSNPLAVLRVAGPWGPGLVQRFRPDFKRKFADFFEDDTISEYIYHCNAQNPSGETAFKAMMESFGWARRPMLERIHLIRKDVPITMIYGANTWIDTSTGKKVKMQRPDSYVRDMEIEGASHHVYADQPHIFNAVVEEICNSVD
#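 Assay system: wild-type mouse ABHD4 protein; compound: single nominal dose of 8.92 µM, 0.89% DMSO final; schedule: 45 min + 60 min at 25 °C; measured by: FP readout, ex 525 nm / em 598 nm; evaluation: % inhibition of FP-Rh probe binding versus controls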
# PG9 binder: binds the HIV-1 gp120 antibody PG9; inhibition, % at 6.7 µM; TR-FRET gp120-PG9 antibody binding; actives 0.43% (n = 360,000); in the data active = inhibition above about 8.5%
# MBD2 DNA inh: blocks human MBD2 binding to methylated DNA. inhibition, % at 4.4 µM. actives 0.31% (n = 370,000). TR-FRET, MBD2 binding to methylated oligonucleotide. Q9UBB5; in the data active = inhibition above about 13%
# PRMT1 FP inh: blocks human protein arginine methyltransferase 1 | Q99873 | recombinant PRMT1, activity-based probe fluorescence polarization | inhibition, % at 2.79 µM | actives 1.3% (n = 370,000) | AID 652257;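 active = inhibition above about 21% made by adding two undisclosed values, limit read from the data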
# Active calls of the source: *; / = no result given. This is a subset; count on the stated rates, not on these rows.
canonical_smiles	HTRA1 inhibitor	PRMT1 FP inh	LEDGF integ inh	mABHD4 FP	NR1D1 modulator	UHRF1 binding	PG9 binder	rCAG binder	TCR CD3 inh	MBD2 DNA inh
O=c1c2ccccc2nc(SCc2ccc([N+](=O)[O-])cc2)n1-c1ccc(Cl)cc1	-1	0	-9	6	0	10	-2.2	3	0	6
O=c1[nH]cnc2sc3c(c12)CCC3	7	5	2	-2	3	-1	-1.5	-2	-7	-1
COC(=O)c1ccc2nc(-c3cccc(Cl)c3)c(Cc3cccc(Cl)c3)n2c1	/	1	1	-7	-1	23*	-0.5	5	0	5
O=C(NCC1CCCO1)c1nc(Cn2ccc([N+](=O)[O-])n2)no1 (stereo not given)	-1	2	1	2	-5	0	-0.8	0	3	-7
CC(C)C(=O)NC(=O)[C@@H]1CCCN1C(=O)/C=C/c1ccccc1	0	0	1	2	6	2	-0.5	-3	-1	-2
CCN(CC)S(=O)(=O)c1ccc(-c2csc(C)n2)cc1	-1	-2	-2	-7	-4	-1	0.8	-3	6	2
O=C(O)CSCC(=O)N1CCCN(c2nc3ccc(Cl)cc3s2)CC1	4	2	0	0	2	-1	2.0	1	-14	-2
Cc1nnc(NC(=O)CSc2nnc(CNC(=O)c3ccc(F)cc3)o2)s1	-5	-1	-1	-3	2	-1	-1.6	1	-4	-1
Cc1occc1-c1nnc(SCC(=O)NC2CCCC2)n1C	7	-9	3	-1	3	0	-1.0	-1	-1	-1
O=C1/C(=C/c2cccnc2)CC/C1=C\c1cccnc1	6	3	-8	3	-1	40*	-3.2	8	0	-2
Nc1nc(SCC(=O)N2CCCCC2)[nH]c(=O)c1NC(=O)c1ccccc1F	-1	-1	-4	6	-2	0	-0.1	0	6	2
O=C(c1ccco1)N1CCC(Oc2cccnc2)CC1	/	-6	3	5	-4	-1	/	0	/	-6
O=C1C2CC=CCC2C(=O)N1c1cccc(OS(=O)(=O)c2ccc3ccccc3c2)c1 (stereo not given)	-34	0	6	1	6	0	-1.0	1	-4	-3
Oc1oc(-c2cccc3ccccc23)nc1/C=N/c1nccs1	-5	2	0	3	-10	-2	-0.8	17	-1	5
COc1cccc(C(C)(O)c2nc(-c3ccc(N(C)C)cc3)cs2)c1 (stereo not given)	/	-4	-1	-1	10	1	-0.2	9	9	-4
CCN1CCN(S(=O)(=O)c2ccc(Cl)c(C(=O)NC(C)(C)C)c2)CC1	4	1	-1	1	-5	-1	-1.5	-1	-1	-3
O=C(CN(C(=O)c1csnn1)c1ccccc1)NCCc1ccccc1	5	-1	1	-2	5	0	0.5	1	1	3
O=C(COC(=O)/C=C/c1ccccc1Cl)NC1CC1	4	1	2	2	2	0	-3.2	-1	0	-1
COc1cc(Cn2c3ccc(NC(=O)CC(C)C(F)(F)F)cc3c(=O)n2C)ccc1F (stereo not given)	/	-5	0	5	3	0	-0.9	2	-1	-3
C/C(=N\NC(=O)c1ccccc1OCCOc1ccccc1)c1ccccc1F	-54	-1	3	-15	-3	-3	-1.6	-2	-7	2
CCOC(=O)C1(Cc2ccccc2C)CCCN(C(=O)CCc2c(C)noc2C)C1 (stereo not given)	-5	0	0	-2	-3	2	0.3	-10	2	3
CCc1ccc(/C=N/NC(=O)c2cc(-c3cccc([N+](=O)[O-])c3)n[nH]2)cc1	-14	0	0	1	-12	0	0.6	8	-6	-5
Cc1c(C(=O)OCC(=O)N(C)C2CCS(=O)(=O)C2)oc2ccc(Br)cc12 (stereo not given)	0	1	2	4	0	2	4.9	-1	-2	0
COc1cc(OC)c(C(=O)NC2CCCc3ccccc32)cc1OC (stereo not given)	0	-5	-1	-5	-2	1	-2.1	-2	1	0
O=C(NC1CS(=O)(=O)CC1NCc1ccccc1)c1ccccc1 (stereo not given)	4	4	-1	3	9	2	1.5	4	2	2
Cc1cccc2cc(CN(Cc3cccs3)C(=S)NCc3ccco3)c(=O)[nH]c12	-54	-2	3	-4	1	3	-0.9	4	4	1
CCOc1ccc(/C=N/OCC(=O)Nc2cc(S(=O)(=O)N3CCOCC3)ccc2OC)cc1	-7	-5	2	5	0	0	-0.8	10	0	-5
Cc1ccc(C(=O)Nc2nc3ccc(Cl)cc3s2)o1	-15	1	-3	-2	6	6	0.6	3	1	4
O=C(NCc1cccs1)c1csc([C@H]2C[C@H](O)[C@@H](CO)O2)n1	/	10	-3	5	1	3	-0.6	0	-4	0
CC(C)CN(C(=O)c1cccs1)C1CCS(=O)(=O)C1 (stereo not given)	-27	-4	7	-3	2	-1	-0.8	0	5	2
Cc1noc(C)c1COc1ccccc1C(=O)N1CCN(S(=O)(=O)c2ccccc2Br)CC1	8	0	1	0	-3	-4	0.1	3	9	-10
O=C(NNC(=S)NC(=O)c1ccccc1)c1cccc([N+](=O)[O-])c1	8	0	-3	5	-1	-9	-0.5	9	-2	3
N#Cc1sc2nc3c(c(-c4cccnc4)c2c1N)CCC3	8	3	2	7	1	0	0.9	2	-4	-3
CCCNC(=O)CS(=O)(=O)Cc1nc(-c2ccccc2C)oc1C	0	3	-1	6	-3	2	2.5	0	3	3
O=C(O)C1CC(=O)N(Cc2ccccc2)C1 (stereo not given)	7	0	-1	1	-5	0	0.3	0	2	0
O=C1CCC(=O)N1OCCOc1ccccc1	2	4	-3	-5	-4	-1	-0.3	-1	3	1

# One compound at a time (already shown). Values in the order: HTRA1 inhibitor, PRMT1 FP inh, LEDGF integ inh, mABHD4 FP, NR1D1 modulator, UHRF1 binding, PG9 binder, rCAG binder, TCR CD3 inh, MBD2 DNA inh
# `CCN(CC)S(=O)(=O)c1ccc(-c2csc(C)n2)cc1` is entered as -1, -2, -2, -7, -4, -1, 0.8, -3, 6, 2
# `CCN1CCN(S(=O)(=O)c2ccc(Cl)c(C(=O)NC(C)(C)C)c2)CC1` is entered as 4, 1, -1, 1, -5, -1, -1.5, -1, -1, -3
# `O=C(COC(=O)/C=C/c1ccccc1Cl)NC1CC1` is entered as 4, 1, 2, 2, 2, 0, -3.2, -1, 0, -1
# `COc1cc(OC)c(C(=O)NC2CCCc3ccccc32)cc1OC` (stereo not given) is entered as 0, -5, -1, -5, -2, 1, -2.1, -2, 1, 0

# Continued.
canonical_smiles	HTRA1 inhibitor	PRMT1 FP inh	LEDGF integ inh	mABHD4 FP	NR1D1 modulator	UHRF1 binding	PG9 binder	rCAG binder	TCR CD3 inh	MBD2 DNA inh
CCN(Cc1ccncc1)C(=S)NCc1ccccc1	1	0	-1	1	-5	-2	0.0	-1	4	0
COc1ccc(C(=O)C(c2ccccc2)N2CCOCC2)cc1 (stereo not given)	5	1	0	8	5	6	-1.0	0	-6	0
CCc1ccc(S(=O)(=O)NCc2csc(-c3cccnc3)n2)s1	-10	-4	-2	-2	1	-4	0.3	6	4	-2
CC1CCC2(CC1)NC(=O)N(CC(=O)NCc1ccc(Cl)cc1)C2=O (stereo not given)	-3	-3	0	3	2	-2	-2.4	-1	2	1
Cc1cccc(NC(=O)CCCN2C(=S)NC(C)(C)CC2C)c1C (stereo not given)	-3	2	-2	3	2	1	0.0	-4	-10	2
O=C(NC1CCCCC1)c1ccc(CNc2c(N3CCOCC3)c(=O)c2=O)cc1	1	4	3	6	3	1	-1.0	4	-2	4
Cc1c(C)c(C)c(C(=O)CCc2cccc(NC(=O)CCC(=O)O)c2)c(C)c1C	-6	-4	-1	3	1	-1	-1.8	34	1	-4
Cc1ccc(C)c(NS(=O)(=O)c2cc(C(=O)N3CCCC3)ccc2Cl)c1	4	0	-6	-3	-3	3	-0.2	1	-3	0
COc1cc2c3c(c1OC)C1(C=CC(=O)C=C1)CC3N(C(=O)CCC(=O)O)CC2 (stereo not given)	7	-2	-1	0	3	15	0.3	1	0	4
CC1CCN(C(=O)Cn2c3ccccc3c3nc4n(c(=O)c32)CCCS4)CC1	1	-2	-2	0	5	-4	-1.0	-5	0	-7
CS(=O)(=O)c1ccc(C(=O)N2CC(=O)Nc3ccccc32)cc1	10	-3	0	-1	4	0	-0.1	1	4	-1
Cc1csc(NC(=O)CSc2nc3[nH]ncc3c(=O)[nH]2)n1	3	-2	3	-2	-2	1	-1.2	1	-2	2

# For reference, some entries already given:
canonical_smiles	HTRA1 inhibitor	PRMT1 FP inh	LEDGF integ inh	mABHD4 FP	NR1D1 modulator	UHRF1 binding	PG9 binder	rCAG binder	TCR CD3 inh	MBD2 DNA inh
O=C(NC1CCCCC1)c1ccc(CNc2c(N3CCOCC3)c(=O)c2=O)cc1	1	4	3	6	3	1	-1.0	4	-2	4
Cc1c(C)c(C)c(C(=O)CCc2cccc(NC(=O)CCC(=O)O)c2)c(C)c1C	-6	-4	-1	3	1	-1	-1.8	34	1	-4

# More structures:
canonical_smiles	HTRA1 inhibitor	PRMT1 FP inh	LEDGF integ inh	mABHD4 FP	NR1D1 modulator	UHRF1 binding	PG9 binder	rCAG binder	TCR CD3 inh	MBD2 DNA inh
COc1cccc(-n2c(-c3cccc(S(=O)(=O)N(C)C)c3)n[nH]c2=S)c1	-1	-3	-3	0	5	0	0.9	6	3	-5
O=C(Nc1cccc(C(F)(F)F)c1)c1ccc(-c2ccc(F)c(F)c2)c2ccoc12	/	-5	2	0	1	-2	-3.5	1	-1	-3
Cc1nn(C)cc1/C=N/O	-3	0	3	0	-9	-1	-3.7	0	-6	0
CC(C)(C)c1ccc(S(=O)(=O)Nc2ccccn2)cc1	-2	-1	-2	2	1	1	-0.7	-2	4	2
COc1ccc(C(=O)Nc2cc(C)nc3ccccc23)cc1OC	-4	-2	2	-1	6	5	-2.1	2	-8	2
COc1cc(C(=O)OCC#N)ccc1OCc1c(C)noc1C	5	-6	-2	-11	-2	0	-2.1	-2	5	-8
Cc1ccc(NC(=S)NC2CCN(Cc3ccccc3)CC2)cc1	-2	-3	-1	1	-2	-2	-3.1	-4	-3	2
Cc1ccc(C)c(S(=O)(=O)Nc2ccccc2C(=O)Nc2cc(C)on2)c1	-20	-2	3	-10	1	1	1.5	77*	-2	-5

# High-throughput results deposited in PubChem BioAssay by several laboratories.
